High-throughput results as filed in PubChem.
GAA spleen mod: inhibits or activates alpha-glucosidase in human spleen homogenate; human spleen homogenate, 4-MU-alpha-glucoside fluorescence; Potency, µM (doses to about 79.9 µM), for inactives: top-dose activity change, negative = inhibition, hits mostly inhibitors; P10253; 0.006% of 240,000 active;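 further: 0% = enzyme with vehicle and -100% = no enzyme basal signal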
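Enzyme source: human spleen homogenate, 1 ug/well. Buffer 50 mM citric acid/K phosphate pH 5.0, 0.01% Tween-20. 4-MU-alpha-glucoside 1 mM; 37 C x 40 min; NaOH/glycine stop; fluorescence.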
ALDH1A1 block: inhibitors of human aldehyde dehydrogenase 1A1. P00352. Purified ALDH1A1, NADH fluorescence, propionaldehyde substrate. Potency, µM (top dose mostly 75.3 µM), inactives show at the highest dose activity, negative = inhibition, actives largely listed as inhibitors. 7.3% of 220,000 active. AID 1030; active means well fitted inhibition curve with a large enough effect, not every such curve was filed as active; inconclusive means small, poorly fitted or top-dose-only effect, or another doubt; inactive means no such curve, though single readings can be large or run the other way;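 further: plate controls were no enzyme wells and a reference inhibitor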
Target sequence (P00352 whole entry, looked up): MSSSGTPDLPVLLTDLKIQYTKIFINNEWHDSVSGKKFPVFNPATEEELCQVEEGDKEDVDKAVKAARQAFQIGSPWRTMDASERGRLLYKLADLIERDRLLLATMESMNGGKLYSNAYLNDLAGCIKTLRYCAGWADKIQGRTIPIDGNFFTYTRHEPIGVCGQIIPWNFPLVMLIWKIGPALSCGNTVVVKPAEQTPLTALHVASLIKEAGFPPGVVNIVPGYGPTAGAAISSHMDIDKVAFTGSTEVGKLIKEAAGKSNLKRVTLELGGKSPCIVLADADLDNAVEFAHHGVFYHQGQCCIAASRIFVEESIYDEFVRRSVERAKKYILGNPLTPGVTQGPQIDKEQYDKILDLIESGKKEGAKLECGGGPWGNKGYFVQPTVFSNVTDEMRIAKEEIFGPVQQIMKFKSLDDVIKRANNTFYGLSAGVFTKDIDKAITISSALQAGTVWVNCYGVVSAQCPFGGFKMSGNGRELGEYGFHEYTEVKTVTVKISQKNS
GAA glycogen: GAA glycogen-cleavage inhibition or activation; 0.38% of 300,000 active; AID 2100; recombinant GAA, glycogen substrate, Amplex Red glucose oxidase fluorescence; Potency, µM (highest dose often 76.4 µM), without a hit: at the top dose activity change, negative = inhibition, usual class: inhibitors;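 further: 0% = full enzyme reaction and -100% = no-enzyme basal signal; the screen sought inhibitors and activators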
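Natural-substrate format: glycogen cleavage by 4 nM human enzyme, glucose read by Amplex Red coupling (Ex 573, Em 610 nm). Normalized to enzyme and no-enzyme controls.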
NPSR antagonist: blocks cAMP signaling of the human neuropeptide S receptor; Q6W5P4; AID 1461; 1% of 220,000 active; Potency, µM (top dose mostly 38.3 µM), inactives show top-dose activity change, negative = inhibition, usual class: inhibitors; CHO-NPSR cells, cAMP TR-FRET, antagonist mode; further: on the % scale 0 is the no-effect control and ±100 the full control effect; nearly all actives have a fitted effect of over 50% in size; many of its hits are not listed in these tables
Tau fluor cs: counter-screen for tau fibril formation inhibitors | 0.93% of 280,000 active | AID 1463 | tau K18 P301L (four-repeat tau fragment) Alexa594 fluorescence, heparin fibrillization | Potency, µM (series often up to 57.7 µM), for inactives: top-dose activity change, negative = decrease; further: on the % scale 0 is the no-effect control and ±100 the full control effect; nearly all actives have a fitted effect of over 55% in size
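Human K18 P301L tau (15 uM unlabeled plus 0.24 uM Alexa 594-labeled, final) in 100 mM sodium acetate pH 7 was mixed with compound and 20 uM heparin and incubated 6 hr at 37 C.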
GAA inh: alpha-glucosidase (human) inhibition | Potency, µM (top dose mostly 76.9 µM), for the others: top-dose activity change, negative = inhibition, most hits filed as inhibitors | P10253 | purified human GAA, 4-MU-alpha-glucoside fluorescence | 0.005% of 200,000 active | AID 1466;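 further: plate controls were uninhibited enzyme wells for no effect and no-enzyme background for full effect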
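Human alpha-glucosidase, 4 nM, pre-mixed with test compounds before 400 uM 4-methylumbelliferyl substrate; 20 min room temperature at pH 5.0. Fluorescence read after pH 10 stop; AC50 values from Hill-equation fits.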
GLA spleen mod: inhibitors or activators of human alpha-galactosidase in spleen homogenate; P06280; human spleen homogenate, 4MU-alpha-Gal fluorescence, 40 min; 0.008% of 240,000 active; Potency, µM (series often up to 80 µM), without a hit: at the highest dose activity change, negative = inhibition, usual class: inhibitors;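 further: 0% = enzyme with vehicle and -100% = no enzyme basal signal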
Target sequence (P06280 32-429 limits assumed): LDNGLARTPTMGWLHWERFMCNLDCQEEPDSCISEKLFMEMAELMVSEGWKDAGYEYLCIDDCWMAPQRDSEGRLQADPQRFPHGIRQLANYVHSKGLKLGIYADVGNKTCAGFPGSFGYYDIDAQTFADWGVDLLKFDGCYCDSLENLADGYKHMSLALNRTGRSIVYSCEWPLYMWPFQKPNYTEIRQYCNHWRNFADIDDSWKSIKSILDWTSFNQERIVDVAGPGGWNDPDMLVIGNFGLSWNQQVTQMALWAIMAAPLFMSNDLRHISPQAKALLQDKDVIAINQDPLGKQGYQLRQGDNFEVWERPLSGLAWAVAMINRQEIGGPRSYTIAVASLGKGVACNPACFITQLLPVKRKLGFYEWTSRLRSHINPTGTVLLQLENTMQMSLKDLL
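Spleen homogenate 1 ug + cpd (titration) + 4-MU-alpha-D-galactopyranoside 1 mM; 37C 40 min; 50 mM citrate/phosphate pH 5.0, 0.01% Tween-20; stop pH 10; fluorescence 365/440; AC50 via Hill.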
Epigenetic derep: epigenetic control regulation, reporter derepression; Potency, µM (series often up to 53.9 µM), for the others: at the highest dose GFP activation, actives largely listed as activators; murine LDR cells, GFP reporter derepression, 30 h; 0.2% of 280,000 active; further: % of control where 0% means no effect; nearly all actives have a fitted effect of over 60% in size
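Reporter derepression read as number of fluorescent GFP-positive objects, 20-120 um in size, counted by laser-scanning cytometer. Mouse LDR line with an epigenetically silenced CMV-GFP locus; compound incubation 30 h, 37 C.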
* marks the source's active call; other numbers are inactive results; u = inconclusive; x = no result given; & = joins results of further samples; [ ] = another dose, or the depositor's remark. Unless noted, the call rests on the fitted dose curve; in most records, active means well fitted curve in the direction sought with a large enough effect; inconclusive means small, poorly fitted or top-dose-only effect, or another doubt; inactive means no such curve, though single readings can be large; an effect the other way counts as inactive or inconclusive. Potency means the concentration at half of the fitted maximal effect. These rows are one share of the data, so the mix of outcomes need not match the whole.

SMILES	GAA spleen mod	ALDH1A1 block	GAA glycogen	NPSR antagonist	Tau fluor cs	GAA inh	GLA spleen mod	Epigenetic derep
Cc1c(C2(O)C(=O)Nc3ccc(F)cc32)c(=O)n(-c2ccccc2)n1C (stereo unspecified)	2.0%	-5.9%	2.1%	-7.7%[46.1 µM]	-1.8%	-2.0%	2.8%	-1.1%
CN(C)S(=O)(=O)n1cnc(-c2ccccc2)c1-c1ccccc1	1.2%	12.4%	-4.0%	-20.0%[46.1 µM]	-0.2%	u	4.7%	0.0%
CC(=O)c1c(C)nn(CCC(=O)O)c1C	-1.0%	5.4%	-5.8%	-4.0%[46.1 µM]	2.1%	6.3%	5.1%	0.0%
O=C(NCCCN1CCCCCC1)c1ccc(CS(=O)(=O)Cc2ccccc2F)o1	-6.9%	-5.6%	5.6%	8.5%[46.1 µM]	-5.2%	u	-6.0%	1.2%
COc1ccc(Nc2nnc(Cc3ccc(Cl)cc3)c(=O)[nH]2)c(OC)c1	3.4%	-15.6%	-2.2%	u	u	-8.1%	-8.4%	0.0%
Cc1ccc(NC(=O)C2CCCN(C(=O)c3ccc(Cl)cc3)C2)cc1 (stereo unspecified)	6.9%	-10.0%	14.7%	-7.9%	-5.7%	-6.4%	-0.2%	-1.8%
Cc1cc(=O)oc2cc(OC(=O)CCN3C(=O)c4ccccc4C3=O)ccc12	-1.4%	u	9.7%	-14.0%[46.1 µM]	-2.4%	u	-12.2%	-1.7%
COc1ccc(C(=O)/C=C/c2ccc(OC)c(O)c2)c(F)c1	6.5%	4.1%	-29.8%	-22.1%[46.1 µM]	-1.9%	0.6%	4.8%	0.0%
COc1ccc(-c2cc(C(=O)NC3=NCCS3)c3ccccc3n2)cc1OC	2.6%	4.8%	-13.5%	2.3%	u	0.9%	4.1%	-1.4%
Cn1cnnc1Sc1nc2ccccc2nc1NS(=O)(=O)c1ccccc1	4.7%	5.9%	-12.9%	17.1%[46.1 µM]	7.2%	1.3%	9.1%	1.5%
COc1ccc(CC(=O)OCC(=O)NC(=O)NC(C)C)cc1	6.6%	-14.8%	-1.8%	-0.8%[46.1 µM]	-3.3%	-13.0%	8.5%	-5.0%
Cc1ccc(-c2nnc(CSc3nnc(COc4cccc5ccccc45)n3-c3ccccc3)o2)cc1	11.0%	1.6%	-9.5%	-27.1%[46.1 µM]	-12.7%	-6.1%	3.9%	-2.3%
CCN(C(=O)CSc1nc2ccccc2c(=O)n1-c1ccc(C)cc1)C1CCS(=O)(=O)C1 (stereo unspecified)	4.0%	-5.7%	3.7%	-14.2%	-2.5%	4.3%	3.3%	-0.4%
C[C@@]1(C(NC(=O)Cc2ccccc2)c2ccc(-c3ccccc3)cc2)C[C@H]1C1CCCCC1 (stereo partly specified)	12.8%	5.9%	x	x	-2.6%	x	2.1%	1.2%
CCOC(=O)C1=C(C)Nc2nnnn2C1c1ccccc1Cl (stereo unspecified)	-2.2%	0.708µM*	8.1%	-11.5%[46.1 µM]	-12.4%	-0.7%	0.8%	1.0%
N=c1n(CC(=O)c2cccs2)c2ccccc2n1Cc1ccccc1	-2.2%	x	6.3%	u	-11.9%	x	-4.0%	0.0%
NC(=O)C1(N2CCCCC2)CCN(C(=O)Nc2ccccc2C(F)(F)F)CC1	1.5%	10.7%	-1.7%	-8.4%[46.1 µM]	1.7%	1.5%	-1.7%	-0.8%
CCCCCCCc1ccc(-c2ccc(O)cc2)nc1	-1.2%	6.3%	-8.2%	-8.9%	14.1µM*[quencher]	-3.9%	2.7%	1.7%
CCC1(c2cccc(Cl)c2)NC(=O)N(Cc2cc(C(=O)OC)c(C)o2)C1=O (stereo unspecified)	6.3%	u	-5.8%	-20.6%[46.1 µM]	-10.8%	-4.1%	10.1%	-1.9%
Cc1ccc(NC(=O)C(Cc2ccccc2)n2cccc2)cc1 (stereo unspecified)	-5.7%	x	-3.0%	u	3.3%[0.0958 µM]	x	8.6%	8.7%&0.0%
O=C(c1cc(Cl)c(=O)n(Cc2ccc(Cl)cc2)c1)N1CCOCC1	-10.1%	5.6%	-29.2%	-5.2%[46.1 µM]	0.2%	5.5%	6.6%	-2.4%
CC(C)CN1CCN(Cc2cccc3ncccc23)CC1CCO (stereo unspecified)	-0.3%	4.7%	-6.5%	-5.9%	-11.1%	u	-4.1%	-1.1%
CCCSc1ncnc2sc(C)c(C)c12	0.9%	-3.4%	-3.6%	-3.2%	8.0%	u	3.0%	1.1%
C[C@H]1O[C@@H](n2cc(F)c(=O)[nH]c2=O)[C@H](O)[C@@H]1O	-7.6%	5.7%	x	10.9%[46.1 µM]	-4.7%	x	10.1%	-1.2%
NNC(=O)c1sccc1OCc1ccc(Cl)cc1Cl	0.8%	3.55µM*	u	-5.0%	6.3%	5.6%	-4.5%	-0.1%
COc1cc(C(c2c(C)[nH][nH]c2=O)c2c(C)[nH][nH]c2=O)ccc1OS(=O)(=O)c1ccc(C)cc1	0.7%	-4.9%	u	-5.6%[46.1 µM]	-22.5%	-2.3%	-4.3%	-0.3%
Cc1cc(C)c([N+](=O)[O-])cc1NCC(=O)N1CCN(c2ccccc2)CC1	0.4%	-11.0%	6.2%	0.2%	-17.7%	-5.0%	2.8%	2.6%
COC(=O)C1(CC(C)C)C=C2C(=C(c3ccccc3)C(=O)C2C)CN1 (stereo unspecified)	-3.2%	-11.4%	x	x	-8.7%	x	-0.2%	-0.1%
COc1ccc(S(=O)(=O)N(C)CC(=O)NC2CCCC2)cc1Cl	-6.1%	2.5%	6.0%	-3.0%[46.1 µM]	3.8%	-18.1%	-15.4%	0.0%
O=C(Nc1nnc(C2CC2)s1)c1ccco1	0.5%	1.5%	16.9%	16.4%	6.3%	-2.2%	2.1%	-5.1%
CC(Oc1ccc(F)cc1)c1ccnc2nc(/N=C/N(C)C)nn12 (stereo unspecified)	2.7%	u	6.4%	-11.9%	0.2%	0.7%	1.6%	0.9%
CC(=O)c1cc(C(=O)Nc2ccc(C(=O)O)cc2)oc1C	0.4%	3.8%	6.4%	2.1%[46.1 µM]	-2.4%	-4.8%	10.2%	0.0%
CCOc1cc(C2c3c(n[nH]c3C)C(=O)N2c2ccc(C)cc2)ccc1O (stereo unspecified)	-1.1%	-0.6%	-12.9%	-1.7%[46.1 µM]	-1.9%	1.1%	1.6%	0.0%
CCN1C(=O)/C(=C\N2CCN(C)CC2)SC1=S	-8.2%	u	0.9%	-18.7%[7.67 µM]	-11.5%	-13.9%	-1.3%	0.3%
O=C(NCCF)[C@H]1C[C@@H]1[C@H](NP(=O)(c1ccccc1)c1ccccc1)c1ccccc1	0.3%&-4.2%	9.1%&0.1%	0.7%	8.2%	-7.4%&-9.5%	-2.5%	1.2%&13.0%	4.0%&1.6%
O=C(NCc1cc(C(F)(F)F)cc(C(F)(F)F)c1)C12CN(Cc3ccccc3)CC1C(c1cccc([N+](=O)[O-])c1)=NO2 (stereo unspecified)	0.8%	-2.6%	-7.3%	-9.7%[46.1 µM]	-22.0%	u	2.7%	-0.9%

Taken from above:
CC(C)CN1CCN(Cc2cccc3ncccc23)CC1CCO (stereo unspecified) @ NPSR antagonist: -5.9%
CCOc1cc(C2c3c(n[nH]c3C)C(=O)N2c2ccc(C)cc2)ccc1O (stereo unspecified) @ ALDH1A1 block: -0.6%
O=C(c1cc(Cl)c(=O)n(Cc2ccc(Cl)cc2)c1)N1CCOCC1 @ NPSR antagonist: -5.2%[46.1 µM]
Cc1cc(C)c([N+](=O)[O-])cc1NCC(=O)N1CCN(c2ccccc2)CC1 @ NPSR antagonist: 0.2%

Additional structures follow.
SMILES	GAA spleen mod	ALDH1A1 block	GAA glycogen	NPSR antagonist	Tau fluor cs	GAA inh	GLA spleen mod	Epigenetic derep
OCCN=C1CCCc2c1[nH]c1ccc(Cl)cc21	11.3%	x	7.7%	16.2%	-12.2%	x	0.0%	1.6%
COc1cccc2cc(C(=O)Nc3ccc(S(=O)(=O)NCC4CCCO4)cc3)c(=O)oc12 (stereo unspecified)	6.3%	x	-3.1%	-40.1%	-1.7%	x	0.1%	1.0%
Cc1cc(C)nc(SCC(=O)Nc2ncc(Cc3ccc(Cl)c(Cl)c3)s2)n1	-0.6%	-13.1%	-13.4%	-41.6%	-1.0%	1.4%	-0.2%	1.0%
CCOC(=O)c1c(-c2cccc(C)c2)csc1NC(=O)C1CC=CCC1C(=O)O (stereo unspecified)	6.3%	u	-1.8%	-20.2%[46.1 µM]	-0.9%	-10.2%	11.8%	-1.6%
CC(C)(C)NNC(=S)Nc1cccc(C(F)(F)F)c1	4.0%	x	-23.0%	u	-14.6%	x	-0.3%	u
Cc1ccc(C(=O)N/C(=C\c2ccc(-c3cc(Cl)ccc3Cl)o2)C(=O)NCc2cccnc2)cc1	6.6%	2.1%	2.2%	-19.0%[46.1 µM]	-14.4%	-10.7%[15.4 µM]	13.8%	3.1%
c1ccc(-c2nc(NCc3cccnc3)c3ccccc3n2)cc1	4.1%	u	3.5%	-23.5%[46.1 µM]	-23.1%	-6.0%	1.3%	2.7%
CC(=O)Oc1ccc2c(c1)c(C(C)=O)c(C)n2C	1.1%	7.4%	-4.2%	-8.6%[46.1 µM]	8.5%	-1.1%	6.5%	0.0%
COC(=O)COc1ccc(S(=O)(=O)Nc2ccc3c(c2)OCO3)cc1	-1.7%	8.6%	-8.7%	-22.8%[46.1 µM]	-15.2%	-8.8%	-0.1%	1.3%
Cc1ccccc1Cn1nc(C)c(NC(=O)c2cc(CC(C)C)on2)c1C	-12.3%	x	-2.6%	-27.4%	-2.0%&-5.4%	x	-3.0%	4.3%&-1.8%
CC(C)C(=O)NN(C(=O)c1ccccc1)c1ccccc1	-0.1%	10.4%	-0.5%	2.2%	0.8%	-3.2%	-10.7%	-0.3%
COc1ccc(/C=N/NC(=O)c2ccc(COc3ccccc3Cl)o2)cc1	-4.4%	u	-3.0%	-16.1%[46.1 µM]	-15.5%	0.2%	9.9%	-0.3%
O=C1CCCC2=C1C(c1ccccc1)C1C(=O)c3ccccc3C1=N2 (stereo unspecified)	6.4%	u	-20.9%	-19.8%	0.2%	2.0%	5.7%	-1.8%
CCC1(C)SC(N)=NN1C(C)=O (stereo unspecified)	1.4%	7.2%	-0.3%	-5.5%	-2.2%	7.0%	-1.5%	4.3%

For reference, some entries already given:
SMILES	GAA spleen mod	ALDH1A1 block	GAA glycogen	NPSR antagonist	Tau fluor cs	GAA inh	GLA spleen mod	Epigenetic derep
O=C1CCCC2=C1C(c1ccccc1)C1C(=O)c3ccccc3C1=N2 (stereo unspecified)	6.4%	u	-20.9%	-19.8%	0.2%	2.0%	5.7%	-1.8%
CCC1(C)SC(N)=NN1C(C)=O (stereo unspecified)	1.4%	7.2%	-0.3%	-5.5%	-2.2%	7.0%	-1.5%	4.3%
